M. tuberculosis HTS – M. tuberculosis growth inhibition, HTS (AID 449762). M. tuberculosis H37Rv growth inhibition, 7H9 media; higher % means a stronger effect. 330,000 tested, 0.59% active. inhibition, % at 25 µM, or IC50 in µM where a hit was titrated; in the data active = a potency from the dose series; inconclusive = inhibition above about 70% without an active follow-up result;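 also: bacterial growth assessed after seven days of incubation; strong numbers were not always called active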
H1N1 NS1A inhibition – H1N1 influenza NS1A inhibitors, functional cell based assay (AID 504329); 340,000 tested, 0.3% active; inhibition, % at 12.5 µM; hits with a dose series show IC50 in µM; NS1A functional cell-based assay, percent inhibition; higher % means a stronger effect; in the data active = a potency from the dose series; inconclusive = inhibition above about 27% without an active follow-up result; also: strong numbers were not always called active
tuberculosis growth – growth inhibition of non-replicating M. tuberculosis (AID 488890); Mycobacterium tuberculosis non-replicating, growth inhibition; higher % means a stronger effect; inhibition, % at 25 µM; hits with a dose series show IC50 in µM; 320,000 tested, 0.39% active; in the data active = a potency from the dose series; inconclusive = inhibition mostly from about 82% at the one dose, without a potency; inactive = the rest, 99 in 100 with inhibition below about 76%;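 also: plate controls were DMSO cells for no effect and high antibiotic wells for full effect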
PhoP GFP inhibition – PhoP regulon inhibitors, Salmonella typhi PhoP promoter GFP reporter, confirmatory (AID 1850) | Salmonella Typhi PhoP-promoter GFP reporter, fluorescence, 4 h; higher % means a stronger effect | inhibition, % at 50 µM; hits with a dose series show IC50 in µM | 310,000 tested, 0.33% active; in the data active = a potency from the dose series; inconclusive = inhibition mostly from about 25% at the one dose, without a potency; inactive = the rest, 99 in 100 with inhibition below about 19%;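 also: 0% = induced wells with vehicle and 100% = uninduced wells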
VEEV TC-83 Vero – inhibitors of VEEV TC-83 cytopathic effect, confirmation, Vero cells (AID 588727). Vero cells, VEEV TC-83 cytopathic effect inhibition; higher % means a stronger effect. inhibition, % at 20 µM; hits with a dose series show IC50 in µM. 350,000 tested, 0.13% active; in the data active = a potency from the dose series; inconclusive = inhibition mostly from about 14% at the one dose, without a potency; inactive = the rest, 99 in 100 with inhibition below about 12%; also: strong numbers were not always called active
VEEV TC-83 Vero 10K pilot screen – further read-out of VEEV TC-83 Vero, marked with its call; inhibition, %; measured here: 10K pilot screen inhibition
* marks the source's active call; other numbers are inactive results; i = inactive; ? = inconclusive; · = not tested or not shown.

SMILES	M. tuberculosis HTS	H1N1 NS1A inhibition	tuberculosis growth	PhoP GFP inhibition	VEEV TC-83 Vero	others
O=C(NN=C1CCCC1)C(=O)Nc1cccc(C(F)(F)F)c1	3%	-6%	5%	7%	6.3%
Cc1ccccc1Oc1cc(NC(=O)CCCn2nc(C)c([N+](=O)[O-])c2C)cc([N+](=O)[O-])c1	?	20%	10%	-6%	4.5%
COC(=O)c1ccc(Cn2nc(-c3ccc(C)cc3)ccc2=O)cc1	5%	-18%	-1%	-7%	0.8%
COc1ccc(NC(=O)CCN(c2ccc(OC)cc2)S(=O)(=O)c2ccc(C)c(C)c2)cc1	·	3%	·	·	7.1%
CCOc1ccccc1NC(=O)Cn1nnc(C(=O)NCc2ccc3c(c2)OCO3)c1N	9%	2%	-2%	-19%	0.5%
CCOc1cc(/C=N/NC(N)=O)cc(Br)c1OCc1ccccc1	15%	3%	2%	5%	2.6%
COCCNC(=O)C1(S(=O)(=O)c2ccccc2)CC=CC1	-4%	2%	12%	7%	0.2%	VEEV TC-83 Vero 10K pilot screen=1.2
COc1ccc(-n2c(C)cc(C(=O)COC(=O)c3cc(OC)c(OC)cc3NC(=O)c3cccs3)c2C)cc1	17%	3%	49%	0%	1.7%
CC(OC(=O)c1ccc(Cl)c(S(=O)(=O)N2CCOCC2)c1)C(=O)NC1CCCCC1C (stereo not given)	-3%	5%	9%	-4%	5.1%
C/C=C/Cn1c(Br)nc2c1c(=O)[nH]c(=O)n2C	-9%	-4%	1%	-6%	0.9%

Brought forward from above: 3 entries, followed by the next part.
SMILES	M. tuberculosis HTS	H1N1 NS1A inhibition	tuberculosis growth	PhoP GFP inhibition	VEEV TC-83 Vero	others
COc1ccc(-n2c(C)cc(C(=O)COC(=O)c3cc(OC)c(OC)cc3NC(=O)c3cccs3)c2C)cc1	17%	3%	49%	0%	1.7%
CC(OC(=O)c1ccc(Cl)c(S(=O)(=O)N2CCOCC2)c1)C(=O)NC1CCCCC1C (stereo not given)	-3%	5%	9%	-4%	5.1%
C/C=C/Cn1c(Br)nc2c1c(=O)[nH]c(=O)n2C	-9%	-4%	1%	-6%	0.9%
COc1cc(NC(=O)c2sc(C)nc2C)c(OC)cc1NC(=O)c1ccccc1	?	2%	61%	-12%	4.2%
CN1CCN(S(=O)(=O)c2ccc(NC(=O)c3ccc(Br)s3)cc2)CC1	10%	20%	29%	12%	i
CCC(=NCCc1c[nH]c2ccccc12)c1c(O)n(-c2ccc(C)cc2)c(=O)[nH]c1=O	-4%	3%	25%	-6%	3.8%
Cc1[nH]c2ccccc2c1-c1nc2ccccc2[nH]c1=O	0%	1%	5%	10%	1.5%
COc1ccc(/C=C/C(=O)Nn2cnnc2)cc1	4%	4%	6%	-6%	0.2%
Cc1ccc2c(=O)cc(C(=O)NCCc3ccc(S(N)(=O)=O)cc3)oc2c1	-5%	-2%	-6%	4%	0.9%
Cc1cccn2c(=O)c(/C=C(\C#N)S(=O)(=O)c3ccccc3)c(Oc3ccc(Cl)cc3)nc12	-1%	-8%	-15%	-27%	11%
Cc1ccc(Nc2nc(C(=O)N3CCC(C(=O)N4CCN(C)CC4)CC3)cs2)cc1	-17%	2%	-12%	11%	1.2%
COc1ccc(C)cc1NC(=O)C(c1ccccc1)N1CCNC(=O)C1 (stereo not given)	2%	3%	-2%	-12%	i
CCc1ccc(C(=O)NNC(=O)c2n[nH]c(=O)c3ccccc23)cc1	3%	0%	2%	·	1.9%
COc1ccccc1/C=N/N1CCN(Cc2ccccc2Cl)CC1	-2%	4%	16%	-4%	1.9%
O=C(NCc1cccnc1)NC1CCCN1S(=O)(=O)c1ccc(Cl)cc1 (stereo not given)	-6%	-23%	7%	7%	0.0%
O=C(CNS(=O)(=O)c1cccc(Cl)c1)OCc1csc(-c2ccccc2)n1	-7%	-9%	73%	0%	0.8%
CC(=O)OCC(=O)[C@@]1(O)CC[C@H]2[C@@H]3CCC4=CC(=O)CC[C@]4(C)[C@H]3C(=O)C[C@@]21C	1%	-2%	0%	-15%	2.0%
Fc1ccccc1N1CCN(C2CCCN(Cc3cccc(C(F)(F)F)c3)C2)CC1 (stereo not given)	21%	0%	76%	4%	i
COc1ccc(OCC(O)CN(C)C(=O)C(C)Oc2ccccc2)cc1 (stereo not given)	3%	-1%	23%	-7%	i
O=C(NCC1CCCO1)C(c1cccs1)N(C(=O)Cn1nnc(-c2cccs2)n1)C1CCCC1 (stereo not given)	-4%	0%	18%	-6%	6.2%
CN(C(=O)N1CCN(c2ccccn2)CC1)c1ccccc1	-2%	14%	-18%	11%	0.4%
Cc1ccc2oc(C(=O)N(C)Cc3cnccn3)c(C)c2c1	2%	-13%	8%	7%	5.9%
C=CCn1c(SCC(=O)NNC(=O)Nc2cccc(Cl)c2)nnc1-c1ccccc1	-1%	6%	-14%	1%	82%
COc1cc(/C=N/N(CCO)C2=NS(=O)(=O)c3ccccc32)cc(OC)c1OC	2%	-4%	9%	-3%	0.3%
COc1ccc(-c2cc(C(F)(F)F)n3nc(C(=O)N4CCC5(CC4)OCCO5)cc3n2)cc1OC	3%	-6%	6%	-4%	8.2%
CC(CN1CCC(O)CC1)c1ccccc1 (stereo not given)	0%	-1%	4%	-7%	0.5%
CC(C)(C)OC(=O)C[C@@H]1C/C=C\C[C@H](CC(=O)NCCO)C(=O)N2CCC[C@@H]2COC1=O	-4%	-3%	-6%	·	0.3%
CC(=NNC(=S)N1CCN(c2ccccn2)CC1)c1ccccn1	·	16%	·	·	12%
CCOC(=O)c1sc(=NC(=O)c2cc(OC)c(OC)c(OC)c2)n(C)c1C	-1%	-1%	4%	-5%	i
CCOC(=O)C1CCCN(S(=O)(=O)c2ccc3c(c2)N(C(C)=O)CCO3)C1 (stereo not given)	-9%	1%	-7%	-13%	0.5%
COc1cc(CC(=O)OCC(=O)Nc2ccc(N3CCOCC3)cc2)cc(OC)c1OC	-6%	0%	15%	15%	1.3%
CCC1Oc2ccc(C)cc2N(CC(=O)NCCC2=CCCCC2)C1=O (stereo not given)	0%	-8%	16%	-10%	1.5%
CC1Cc2ccccc2N1C(=O)COC(=O)c1ccc(N(C)C)cc1 (stereo not given)	-7%	-10%	13%	·	1.6%
Cc1ccc(NC(=O)c2ccc(F)cc2)cc1S(=O)(=O)N1CCCCCC1	0%	5%	7%	3%	5.2%
O=C(NNc1ccc(-c2csnn2)cc1)c1ccccc1C(F)(F)F	?	-24%	45%	-5%	1.7%
Cc1nc(S(=O)(=O)N2CCOCC2)c(C#N)c(C)c1Cl	-8%	-1%	1%	0%	2.1%
CCCn1c(SCC(=O)NCCCN2CCCC2=O)nc2ccccc2c1=O	6%	1%	-5%	·	2.3%
O=C(Nc1ccc(N2CCN(C(=O)c3ccc(Cl)cc3)CC2)cc1)c1cccs1	0%	-2%	-7%	-10%	0.4%
Cn1ncc(C(=O)Nc2ccc(OC(F)(F)F)cc2)c1-n1cccc1	2%	8%	15%	1%	?
O=S(=O)(c1ccc(Oc2ccc(S(=O)(=O)N3CCOCC3)cc2)cc1)N1CCOCC1	-8%	-5%	6%	5%	0.4%
NC(=O)c1ccsc1NC(=O)CSc1nc2ccccc2c(=O)n1CCCO	1%	3%	22%	22%	1.7%
COc1cccc(CN2CCNC(=O)C2CC(=O)N2CCCCO2)c1OC (stereo not given)	-2%	-10%	-18%	-4%	0.8%
COc1cccc(/C=N/NC(=O)C(=O)N2CCCCCC2)c1O	1%	20%	-1%	4%	9.4%
O=C(CCN1C(=O)C2C3CCC(C3)C2C1=O)Nc1ccccc1C(F)(F)F (stereo not given)	-3%	-4%	-8%	-11%	0.3%
NC(=O)c1ccc(NC(=O)COC(=O)c2cc(S(=O)(=O)N3CCOCC3)ccc2N2CCCCC2)cc1	7%	1%	-2%	0%	0.1%
O=C(c1ccc(Cl)c(S(=O)(=O)N2CCCC2)c1)N1CCN(c2ccc(F)cc2)CC1	-5%	0%	42%	-6%	0.3%
CCCNC(=O)NNC(=O)c1ccc(F)cc1	-8%	5%	-7%	12%	1.9%
COC(=O)c1sc(-c2ccc(Cl)cc2)cc1NC(=O)CSCC(=O)O	-7%	-11%	12%	-4%	i
CSc1sc(C)cc1/C=N/O	-3%	-2%	9%	4%	i
O=C(NNc1ccccc1Br)C(O)(c1cccc(C(F)(F)F)c1)c1cccc(C(F)(F)F)c1	9%	2%	34%	17%	4.3%
O=C(COc1ccccc1)NC1CCSc2ccccc21 (stereo not given)	11%	-5%	37%	-5%	2.1%
COc1ccc(-n2ncc3c(SCC(=O)NNC(C)=O)ncnc32)cc1	10%	-2%	-12%	-13%	1.3%
Cc1cc(=O)[nH]c(NCCO)n1	-8%	-3%	-3%	-7%	1.4%

5 entries picked at random from the list so far, as already listed:
SMILES	M. tuberculosis HTS	H1N1 NS1A inhibition	tuberculosis growth	PhoP GFP inhibition	VEEV TC-83 Vero	others
CC1Cc2ccccc2N1C(=O)COC(=O)c1ccc(N(C)C)cc1 (stereo not given)	-7%	-10%	13%	·	1.6%
COc1ccc(/C=C/C(=O)Nn2cnnc2)cc1	4%	4%	6%	-6%	0.2%
COCCNC(=O)C1(S(=O)(=O)c2ccccc2)CC=CC1	-4%	2%	12%	7%	0.2%	VEEV TC-83 Vero 10K pilot screen=1.2
Cc1[nH]c2ccccc2c1-c1nc2ccccc2[nH]c1=O	0%	1%	5%	10%	1.5%
O=C(NNc1ccccc1Br)C(O)(c1cccc(C(F)(F)F)c1)c1cccc(C(F)(F)F)c1	9%	2%	34%	17%	4.3%

(continued)
SMILES	M. tuberculosis HTS	H1N1 NS1A inhibition	tuberculosis growth	PhoP GFP inhibition	VEEV TC-83 Vero	others
O=C(N/N=C/c1sc(=O)n(Cc2ccc(Br)cc2)c1Cl)c1ccco1	2%	0%	1%	17%	9.9%
COc1ccc(CNC(=O)C(C)Sc2ccc(S(=O)(=O)N3CCOCC3)cn2)cc1 (stereo not given)	·	-9%	·	·	4.3%
O=C(CSc1ncn[nH]1)N/N=C/c1ccc(C(F)(F)F)cc1	-2%	-2%	-3%	0%	5.1%
CCCNc1ccc(C(=O)OCC)cc1[N+](=O)[O-]	-11%	14%	12%	2%	i
COc1ccccc1C(=O)Nc1nnc(-c2ccco2)s1	6%	0%	18%	-14%	3.9%
COc1ccc(C(=O)c2ccc(OC)c(Br)c2)cc1Br	-4%	-1%	28%	-13%	0.1%
Cc1ccnc(NC(=O)c2cccc(S(=O)(=O)N3CCCC3)c2)c1	-1%	26%	15%	-3%	5.1%
O=C(CC(=O)c1cc(Cl)ccc1O)c1ccccc1	?	-6%	2.6µM*	20µM*	?
CCN1CC(CN(C)Cc2cn(-c3ccc(C)cc3)nc2-c2cccc(C)c2)CC1=O (stereo not given)	13%	4%	39%	-12%	i
CC(C)C1CC(CCNCc2ccc(N(C)C)cc2)(c2ccccc2)CCO1 (stereo not given)	29%	23%	69%	4%	i	VEEV TC-83 Vero 10K pilot screen=0.1
N#Cc1c(SC(C(=O)O)c2ccccc2)nc2c(c1-c1cccs1)CCCC2 (stereo not given)	0%	-16%	47%	2%	0.3%
CC(Nc1cc(=O)n(C)c(=O)[nH]1)c1ccccc1 (stereo not given)	17%	18%	-6%	-3%	1.6%
Cc1ccc(OCC(=O)NCCC2=CCCCC2)cc1	7%	-6%	74%	-6%	1.1%
Cc1cccc(Nc2ncnc3c2cnn3C)c1	3%	3%	-6%	-9%	0.3%
CC(C)N1CC2=C(C1=O)C(c1ccc(O)cc1)NC(=O)N2C (stereo not given)	-3%	0%	-5%	7%	i
CC1(C)CC(=O)/C(=C(/O)Cc2ccccc2)C(=NCCc2ccccc2)C1	5%	-13%	4%	-9%	0.3%
Cc1cc(C(F)(F)F)cc(NNC(=O)NC(=O)c2c(F)cccc2Cl)n1	6%	1%	-2%	-1%	2.5%
CCCC(c1nnnn1Cc1ccc2c(c1)OCO2)N1CCC(C(N)=O)CC1 (stereo not given)	-2%	5%	-5%	-11%	0.2%	VEEV TC-83 Vero 10K pilot screen=6.0
CC1=C(C(=O)OCc2ccccc2)C(c2ccco2)C2=C(CC(C)(C)CC2=O)N1 (stereo not given)	6%	-2%	29%	7%	7.0%
COC(=O)Cc1[nH]nc2c1C(c1cccc(OC)c1OC)C(C#N)=C(N)O2 (stereo not given)	6%	-4%	3%	-17%	5.6%
CCN(CCNC(=O)c1cccc(N2CCCC2=O)c1)c1ccccc1	-2%	2%	-6%	-6%	5.6%
COc1ccccc1C(=O)NC(=S)Nc1ccc(N2CCCC2)cc1	-1%	-2%	-20%	-5%	2.5%
COC(=O)CSc1nc(NC(C)(C)C)nc(N(C)C)n1	0%	-2%	51%	-5%	0.6%

Screening results as filed in PubChem BioAssay.
